# HTR2A ag – activates the mouse 5-HT2A serotonin receptor | CHO-K1 mHTR2A beta-arrestin complementation, luminescence; percent of 30 µM serotonin response | AID 624169 | hit rate 0.66% among 360,000 | activation, % at 7.6 µM | P35363;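 active = activation above a run cutoff, the mean activation of all tested compounds plus 3 SD, cut at about 14% in these data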;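 also: 0% = plate median of compound wells and 100% = 30 µM serotonin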
# Shn3 3UTR inh – Schnurri-3 reporter inhibition in Clone20 osteoblasts. Clone20 osteoblast Shn3 3'UTR firefly luciferase, 24 h. inhibition, % at 12.5 µM. hit rate 0.52% among 360,000. AID 588674;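 active = mean inhibition of at least 75% with every replicate also reaching 75%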;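 also: 0% = median of neutral control wells and 100% = pilot-screen positive control compound; some compounds past the cut are filed as inactive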
# NR2E3 ag-1 – activates human photoreceptor nuclear receptor NR2E3; Q9Y5X4; GST-NR2E3/biotin-RetCOR TR-FRET, 1536-well; inhibition of corepressor binding, % at 4.78 µM; hit rate 0.12% among 320,000; AID 2300;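 active = percent inhibition above the cutoff of mean plus 3 SD of all tested compounds, set per screening campaign, cut at about 20% in these data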;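 also: 0% = DMSO wells and 100% = biotin wells as full block of FRET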
# Target sequence (Q9Y5X4 whole entry, looked up): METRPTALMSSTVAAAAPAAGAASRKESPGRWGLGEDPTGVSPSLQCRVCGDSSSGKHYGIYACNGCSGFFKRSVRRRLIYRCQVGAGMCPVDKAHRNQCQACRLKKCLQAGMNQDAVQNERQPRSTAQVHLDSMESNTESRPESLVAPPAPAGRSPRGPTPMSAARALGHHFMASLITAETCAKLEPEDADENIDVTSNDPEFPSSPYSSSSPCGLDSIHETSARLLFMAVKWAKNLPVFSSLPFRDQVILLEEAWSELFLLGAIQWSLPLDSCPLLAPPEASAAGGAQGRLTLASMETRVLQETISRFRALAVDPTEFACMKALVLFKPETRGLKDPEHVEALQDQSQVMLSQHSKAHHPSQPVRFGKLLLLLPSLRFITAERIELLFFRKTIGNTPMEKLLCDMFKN
#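 Format: 1536-well format; test system: GST-NR2E3 and biotin-RetCOR proteins; read-out basis: percent inhibition of TR-FRET ratio; timing: 5 h incubation at 4 °C; detection: time-resolved FRET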
# HIF-2a block – inhibitors of HIF-2a; 786-0 RCC cells HIF-2a reporter, luciferase luminescence, overnight; inhibition, % at 18.8 µM; hit rate 0.72% among 360,000;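 active = inhibition of the luminescence signal of 40% or more relative to plate controls, in a single-dose primary screen at 18.75 µM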
# NR2E3 ag-2 – agonists of human NR2E3 nuclear receptor. hit rate 0.35% among 360,000. inhibition of corepressor binding, % at 3.98 µM. CHO-S Gal4-NCOR/VP16-NR2E3 two-hybrid, luciferase. AID 602229. Q9Y5X4;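 active = inhibition above the mean of all tested compounds plus 3 SD, cut at about 70% in these data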;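 also: 0% = DMSO with NR2E3 transfected cells and 100% = cells lacking NR2E3 construct; higher means lower luciferase signal from less NR2E3 corepressor binding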
# PDI inh – PDI (human) enzyme inhibition | P07237 | AID 588391 | hit rate 0.052% among 350,000 | inhibition, % at 10 µM | PDI insulin aggregation turbidity, A650, 90 min;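 active = mean inhibition across replicates of 30% or more, whatever share of single replicates reach that level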;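 also: absorbance from insulin aggregation driven by PDI reduction with DTT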
# Target sequence (P07237 whole entry, looked up): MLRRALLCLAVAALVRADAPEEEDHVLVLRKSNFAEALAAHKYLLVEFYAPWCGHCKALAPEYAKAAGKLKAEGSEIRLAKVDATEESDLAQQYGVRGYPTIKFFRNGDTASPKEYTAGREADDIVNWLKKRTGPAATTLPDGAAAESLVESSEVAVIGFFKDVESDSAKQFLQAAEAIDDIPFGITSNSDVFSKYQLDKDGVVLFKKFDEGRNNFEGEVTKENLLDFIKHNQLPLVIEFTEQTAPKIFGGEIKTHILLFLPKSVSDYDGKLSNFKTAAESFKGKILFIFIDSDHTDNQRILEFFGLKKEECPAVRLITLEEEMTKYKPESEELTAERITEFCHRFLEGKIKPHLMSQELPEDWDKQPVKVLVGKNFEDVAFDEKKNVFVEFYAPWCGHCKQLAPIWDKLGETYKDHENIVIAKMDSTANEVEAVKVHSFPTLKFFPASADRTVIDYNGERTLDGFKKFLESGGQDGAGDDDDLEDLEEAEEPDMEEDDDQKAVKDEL
# MITF TRPM1 inh – MITF TRPM1 promoter inhibition in SK-MEL-5 cells | inhibition, % at 12.5 µM | hit rate 0.83% among 330,000 | AID 488899 | SK-MEL-5 TRPM1 promoter luciferase, 24 h;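 active = mean inhibition across replicates of 60% or more, whatever share of single replicates reaches that level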; also: values of inactives mirror those of a sister screen read the other way
# Peg3 promoter – inhibitors of Peg3 promoter. HeLa PEG-Prom luciferase reporter, luminescence, overnight. inhibition, % at 20 µM. hit rate 1.7% among 360,000. AID 588405;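 active = inhibition of at least 50% at 20 µM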
# iPSC survival up – increases survival of single human iPS cells; hiPSC single-cell survival, ATPlite luminescence; 100% = ROCK inhibitor wells, 0% = DMSO; survival enhancement, % at 20 µM; hit rate 0.044% among 360,000; in the data active = survival enhancement above about 18%;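 also: cells exposed to compounds for 16 hours before the ATP read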
# CaV13 ICDI inh – Disruptors of the CACNA1D IQ motif to Ca2+-dependent inactivation inhibitor domain association, primary screening, Förster resonance energy transfer in intact living …. AID 743397. inhibition, % at 12.3 µM. HEK cells, CFP/YFP FRET ICDI-IQ, plate reader, 10 min; percent FRET-ratio fall versus neutral wells. hit rate 0.098% among 340,000;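 active = mean replicate inhibition of at least 30% and at least 1% of replicates passing that level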;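 also: 0% = median of the neutral control wells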
# Cardio protect – modulators protecting cardiomyocytes from myocardial damage; H9c2 cardiomyocytes, H2O2 injury protection, ATPLite, 2 h; protection from H2O2 cell death, % at 20 µM; hit rate 0.63% among 360,000;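 active = compounds giving at least 50% protection of heart cells from peroxide-induced death in the single-dose screen, raw or plate-pattern-corrected value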;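 also: 0% = DMSO wells with peroxide and 100% = DMSO wells without peroxide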
# An asterisk follows results filed as active; . = not tested or not shown.
entry	SMILES	HTR2A ag	Shn3 3UTR inh	NR2E3 ag-1	HIF-2a block	NR2E3 ag-2	PDI inh	MITF TRPM1 inh	Peg3 promoter	iPSC survival up	CaV13 ICDI inh	Cardio protect
1	CC(C)(C)N(Cc1ccccc1)C(=O)c1ccc(Br)o1	-5	-47	2	13	-43	2	-10	18	0.2	-1	-6
2	O=C(COc1ccc(Br)cc1Cl)NC(=S)N1CCc2ccccc21	-1	-30	-1	-143	-21	-14	23	-71	-0.8	-3	0
3	CCCOc1ccc(-c2c(C(=O)N/N=C/C3CCCCC3)nnn2-c2nonc2N)cc1	-1	-14	-4	-40	-14	0	2	2	-0.3	-8	16
4	O=C(c1cccs1)N1CCN=C1SCc1ccc(Cl)cc1	3	-21	2	-20	2	5	-2	-12	2.2	-6	-7
5	CN(C(=O)COC(=O)/C=C/c1ccccc1[N+](=O)[O-])c1ccccc1	0	-1	1	-22	25	-5	0	-24	0.1	-7	-2
6	CCn1[nH]c(=O)c(=Nc2c(C)n(C)n(-c3ccccc3)c2=O)cc1-c1ccc(Cl)cc1	0	-3	1	24	12	1	-10	28	0.6	-6	4
7	O=C1CCCN1CCCNCC(=O)N1c2ccccc2Sc2ccccc21	-6	-4	4	10	-2	0	-13	11	-1.5	-5	16
8	NC(=O)c1oc2ccccc2c1NC(=O)Cc1ccccc1	6	-3	-2	6	11	-2	-5	7	-0.1	0	18
9	O=c1c2c3c(sc2ncn1/N=C/c1ccc(Br)o1)CCCC3	0	-2	-1	-89	9	-5	-12	-13	-0.1	-9	13
10	O=C(NCc1ccccc1Cl)C1CCC(CNc2nc(=S)[nH]c3ccccc23)CC1 (configuration not stated)	-9	29	-2	38	-16	-3	22	40	-0.5	-2	-3
11	NC(=O)C1CCN(C(=O)c2ccc(NC3=NC4CS(=O)(=O)CC4S3)cc2)CC1 (configuration not stated)	-1	8	4	10	-12	.	.	-1	-0.1	-8	2
12	CCOC(=O)c1c(C)[nH]c(C(=O)OCC(=O)NC(C)(C)C)c1C	-3	16	-1	-61	1	-2	11	-20	-1.4	-7	-2
13	O=C(NCc1ccncc1)c1ccc(NS(=O)(=O)c2cccc([N+](=O)[O-])c2)cc1	-3	5	1	3	-4	1	-6	-13	0.2	-7	0
14	COc1ccccc1OCCC(=O)OCC(=O)Nc1ccc2c(c1)OCCO2	-5	-4	.	15	-25	-89	8	2	0.0	-7	5
15	CCN(C(=O)C1CCCN(c2nc(-c3ccc(OC)cc3)no2)C1)c1ccccc1F (configuration not stated)	-2	6	-1	-8	16	9	-4	27	-0.2	-7	-6
16	Cc1ccc(C(=O)OCC(=O)N2CCOCC2)cc1	0	-50	-3	-109	-48	-21	-47	-120	-0.4	-5	-6
17	COc1ccc(NS(=O)(=O)c2ccc(C(=O)Nc3c(C)n(C)n(-c4ccccc4)c3=O)cc2)cc1	7	2	.	5	4	-1	5	-1	4.7	-12	-8
18	CCn1c(SCc2nc3scc(-c4ccccc4)c3c(=O)[nH]2)nnc1-c1cccs1	1	19	3	16	20	5	5	16	-0.8	-16	0
19	Cc1ccc(NC(=O)COC(=O)Cc2csc(-c3cccc(F)c3)n2)cc1C	-3	-32	2	13	-8	1	-15	0	0.9	-5	0
20	CCCOc1ccc(/C(O)=C2/C(=O)C(=O)N(CCCn3ccnc3)C2c2cccs2)cc1 (configuration not stated)	2	5	5	3	-20	4	-8	-21	0.3	8	6
21	COC(=O)c1ccc(C(=O)N2CCCC(CNC(=O)c3ccc(F)cc3)C2)cc1 (configuration not stated)	-1	-19	-2	-46	-31	-3	-3	-9	-0.5	-3	0
22	CN(Cc1ccccc1)S(=O)(=O)c1cn(C)cn1	1	-8	-1	9	-7	6	-1	5	-0.5	-2	2
23	Clc1ccc(Nc2ccc(NCc3ccccc3)nn2)cc1	-5	-29	-2	-112	-19	7	-20	-77	-1.2	-3	-5
24	COc1ccc(CC(=O)NNC(=O)COc2ccc3ccccc3c2)cc1	7	-1	-120	7	13	23	-10	3	-1.2	-5	-7
25	OCCCNC(=S)Nc1ccc(Oc2ccccc2)cc1	0	1	1	-38	-23	6	1	-18	1.1	4	1
26	COc1ccc(NC(=O)CN(C)C(=O)c2cccc(S(=O)(=O)N3CCN(c4ccc(F)cc4)CC3)c2)cc1	5	73	.	21	3	2	10	8	0.0	-3	-17
27	CC1CN(C(=O)c2cccc(S(=O)(=O)N3CCN(c4ccc(F)cc4)CC3)c2)CC(C)O1 (configuration not stated)	8	-6	1	17	14	3	21	4	0.3	-6	-10
28	COc1ccc(S(=O)(=O)N[C@@H](Cc2ccc(Cl)cc2)C(=O)N2CC[C@@]3(O)CCCC[C@H]3C2)cc1	-4	9	3	23	-1	-4	12	20	0.7	.	2
29	O=C1CCc2cc(S(=O)(=O)NCCC(=O)NC3CCCCC3)ccc2N1	-3	-5	-1	18	-4	5	2	8	-0.4	-3	2
30	N/C(=N\NC(=O)c1cccs1)c1cc2ccccc2oc1=O	4	-5	1	-17	-91	-5	-9	-5	-1.6	-4	10

# Part of the list above, with values under each structure:
# Results follow in this order: HTR2A ag	Shn3 3UTR inh	NR2E3 ag-1	HIF-2a block	NR2E3 ag-2	PDI inh	MITF TRPM1 inh	Peg3 promoter	iPSC survival up	CaV13 ICDI inh	Cardio protect
23	Clc1ccc(Nc2ccc(NCc3ccccc3)nn2)cc1
→ -5	-29	-2	-112	-19	7	-20	-77	-1.2	-3	-5
24	COc1ccc(CC(=O)NNC(=O)COc2ccc3ccccc3c2)cc1
→ 7	-1	-120	7	13	23	-10	3	-1.2	-5	-7

# Continued.
No.	SMILES	HTR2A ag	Shn3 3UTR inh	NR2E3 ag-1	HIF-2a block	NR2E3 ag-2	PDI inh	MITF TRPM1 inh	Peg3 promoter	iPSC survival up	CaV13 ICDI inh	Cardio protect
31	CC(Cc1c[nH]c2ccccc12)NC(=O)C1CCCNC1=O (configuration not stated)	1	3	-2	1	-5	-1	11	13	-0.6	-10	4
32	Cc1ccc(C(=O)N(CC#N)CC#N)cc1C	3	18	0	17	22	-2	6	1	-4.1	-5	6
33	Cc1cc(C)nc(SC2CCOC2=O)n1 (configuration not stated)	3	1	-2	11	10	1	-9	10	0.9	-1	-5
34	Cc1ccc(S(=O)(=O)c2cn(Cc3ccc(F)cc3)c3cc4c(cc3c2=O)OCO4)cc1	-2	-18	1	16	-4	16	-7	16	7.0	-2	6
35	O=C(NNC(=O)c1ccncc1)Nc1ccc(N=Nc2ccccc2)cc1	-5	-47	.	-259	-63	-3	-42	-200	-1.4	-5	4
36	CC(=O)c1cc(C#N)c(Oc2ccccc2)nc1C	1	17	3	-3	-3	-13	-5	2	0.9	0	-5
37	O=C(NNc1ccccc1)NC(Cc1ccccc1)C(=O)O (configuration not stated)	2	-6	.	0	-28	-4	-1	5	-0.8	-9	1
38	CC(C)CC1C(=O)N(Cc2cn(CCC3OCCCO3)nn2)CCS(=O)(=O)N1Cc1ccc(-c2ccc(F)cc2)cc1 (configuration not stated)	3	-1	.	-15	0	-3	.	13	-4.1	-6	-3
39	O=C(Cn1cc(COc2ccc(-n3cccc3)cc2)nn1)NS(=O)(=O)c1ccccc1C(F)(F)F	-4	-24	.	4	-15	-35	.	0	-0.4	-5	-1
40	Cc1[nH]c(-c2ccc3c(c2)OCO3)nc1C(=O)O	9	3	1	7	-20	.	.	12	-1.7	-5	14
41	COc1ccc2[nH]c3c(c2c1)CCN1C(=O)C(CC(=O)NCc2ccc(OC)c(OC)c2)C[C@H](C(=O)N(C(C)C)C(C)C)[C@@]31C (some centres not stated)	-3	-16	.	1	24	-4	15	20	-0.4	-9	10
42	CCCCCc1c2c(cc(O)c1C(=O)O)OC(=O)c1c(cc(OC)cc1C(=O)CCCC)O2	10	-1	-4	9	12	.	.	22	1.4	.	-4
43	CC(=O)Oc1ccc2nc(-c3cccs3)oc(=O)c2c1	-2	0	1	15	19	-5	4	10	7.3	-5	10
44	Cc1c(NC(=O)c2ccc(-c3cccc([N+](=O)[O-])c3)o2)c(=O)n(-c2ccccc2)n1C	1	-11	2	4	-26	-5	0	12	-1.4	2	0
45	COc1ccc(CC(=O)Nc2cc(C)c3c(=O)oc4ccccc4c3n2)cc1	-4	0	0	21	-10	-1	-4	7	-0.2	-6	-10
46	COc1ccccc1CNC(=O)C1(c2ccc(Cl)cc2)CC1	2	13	3	12	-14	3	-6	7	-0.4	-15	5
47	CCCCN1C(=O)C(C(=O)OCc2ccccc2)CC2=C1CCCC2=O (configuration not stated)	-2	12	.	7	-6	0	1	-7	-1.0	-6	7
48	Cn1c(C(=O)NC2CC2)cc(=O)n(C)c1=O	-1	-4	5	15	7	1	7	5	-3.9	5	4
49	Cc1ccc(CNC(=O)C(=O)NCC2OCCN2S(=O)(=O)c2ccc(C)cc2)cc1 (configuration not stated)	-4	21	1	13	-16	-3	-1	4	-0.3	.	-6
50	O=C(O)CCN1C(=O)NC2(CCCC2)C1=O	-1	2	3	7	-21	9	-4	-8	4.6	-3	11
51	COc1ccc(S(=O)(=O)NCc2ccc(C(=O)N3CCN(c4ccccn4)CC3)cc2)cc1	1	6	0	13	-12	-5	0	24	0.7	.	4
52	COc1ccc(OC)c(CN2CCCCCC2)c1	9	3	0	16	-1	0	0	20	-0.3	-14	0

# Single records, from the list above.
# Cc1ccc(CNC(=O)C(=O)NCC2OCCN2S(=O)(=O)c2ccc(C)cc2)cc1 (configuration not stated) as listed: HTR2A ag = -4; Shn3 3UTR inh = 21; NR2E3 ag-1 = 1; HIF-2a block = 13; NR2E3 ag-2 = -16; PDI inh = -3; MITF TRPM1 inh = -1; Peg3 promoter = 4; iPSC survival up = -0.3; CaV13 ICDI inh = .; Cardio protect = -6
# O=C(O)CCN1C(=O)NC2(CCCC2)C1=O as listed: HTR2A ag = -1; Shn3 3UTR inh = 2; NR2E3 ag-1 = 3; HIF-2a block = 7; NR2E3 ag-2 = -21; PDI inh = 9; MITF TRPM1 inh = -4; Peg3 promoter = -8; iPSC survival up = 4.6; CaV13 ICDI inh = -3; Cardio protect = 11
# CCCCN1C(=O)C(C(=O)OCc2ccccc2)CC2=C1CCCC2=O (configuration not stated) as listed: HTR2A ag = -2; Shn3 3UTR inh = 12; NR2E3 ag-1 = .; HIF-2a block = 7; NR2E3 ag-2 = -6; PDI inh = 0; MITF TRPM1 inh = 1; Peg3 promoter = -7; iPSC survival up = -1.0; CaV13 ICDI inh = -6; Cardio protect = 7
